Integrin act MD: activates integrin-mediated alleviation for muscular dystrophy; actives 0.064% (n = 350,000); Potency, µM (series often up to 38.3 µM), for the others: at the top dose activation, usual class: activators; alpha7betagal myoblasts, beta-gal FDG fluorescence, 48 h;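 further: potency means the concentration at half of the fitted maximal effect; 100% = response of the positive control SU9516; nearly all actives have a fitted effect of over 60% in size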
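alpha7betagal+/- myoblasts (passage 13, 250/well) treated 48 h at 37C with compounds at 1:260 dilution of DMSO stock. Lysed, then beta-galactosidase activity read as FDG fluorescence (ex 480/em 540) after 30 min, with pre-read for autofluorescence.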
S-ASM inh: inhibitors of human secretory acid sphingomyelinase; P17405; placental ASM, HMU-PC fluorogenic substrate, 60 min; Potency, µM (doses to about 57.5 µM), without a hit: at the top dose activity change, negative = inhibition, usual class: inhibitors; actives 0.006% (n = 340,000); AID 504937; further: potency means the concentration at half of the fitted maximal effect
Target sequence (P17405 47-631 limits assumed): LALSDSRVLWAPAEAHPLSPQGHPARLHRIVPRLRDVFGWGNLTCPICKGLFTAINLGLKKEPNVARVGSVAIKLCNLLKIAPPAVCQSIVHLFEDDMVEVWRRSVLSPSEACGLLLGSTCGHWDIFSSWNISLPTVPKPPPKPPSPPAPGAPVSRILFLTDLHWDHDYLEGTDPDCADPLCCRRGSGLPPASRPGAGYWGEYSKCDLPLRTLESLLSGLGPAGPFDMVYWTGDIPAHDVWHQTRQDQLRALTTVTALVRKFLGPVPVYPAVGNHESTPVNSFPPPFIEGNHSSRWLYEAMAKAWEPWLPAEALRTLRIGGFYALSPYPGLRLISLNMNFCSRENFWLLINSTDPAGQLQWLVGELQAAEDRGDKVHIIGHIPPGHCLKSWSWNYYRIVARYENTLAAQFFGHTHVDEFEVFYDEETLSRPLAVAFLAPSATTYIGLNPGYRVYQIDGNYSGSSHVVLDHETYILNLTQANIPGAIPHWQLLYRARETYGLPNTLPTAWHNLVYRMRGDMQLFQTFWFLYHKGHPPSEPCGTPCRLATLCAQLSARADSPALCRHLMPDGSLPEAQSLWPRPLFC
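Steps: dispense placental human ASM, pin compound, wait 10 min at room temperature, add HMU-PC0 substrate at 9 uM final, incubate 60 min at 37 °C, add stop solution raising pH to 10, read fluorescence.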
uPA surface inh: cell surface uPA generation inhibition; cell surface uPA generation assay, qHTS; Potency, µM (series often up to 38.3 µM), for inactives: at the highest dose activity change, negative = inhibition, usual class: inhibitors; actives 0.31% (n = 330,000); AID 540303; active means well fitted inhibition curve with a large enough effect; inconclusive means small, poorly fitted or top-dose-only effect; inactive means no such curve, though single readings can be large or run the other way; tested in mouse RAW 264.7 cells; further: potency means the concentration at half of the fitted maximal effect; on the % scale 0 is the no-effect control and ±100 the full control effect; nearly all actives have a fitted effect of over 55% in size
B2AR arrestin: recruits beta-arrestin to the human beta2-adrenergic receptor | P07550 | beta-arrestin recruitment to beta2AR, cell-based reporter | Potency, µM (titrated, usually from 46.1 µM), without a hit: at the highest dose activation, hits mostly activators | actives 0.02% (n = 330,000) | AID 492947;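 further: potency means the concentration at half of the fitted maximal effect; 0% = DMSO controls and full agonism = EC100 isoproterenol or metaproterenol; nearly all actives have a fitted effect of over 65% in size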
Target sequence (P07550 whole entry, looked up): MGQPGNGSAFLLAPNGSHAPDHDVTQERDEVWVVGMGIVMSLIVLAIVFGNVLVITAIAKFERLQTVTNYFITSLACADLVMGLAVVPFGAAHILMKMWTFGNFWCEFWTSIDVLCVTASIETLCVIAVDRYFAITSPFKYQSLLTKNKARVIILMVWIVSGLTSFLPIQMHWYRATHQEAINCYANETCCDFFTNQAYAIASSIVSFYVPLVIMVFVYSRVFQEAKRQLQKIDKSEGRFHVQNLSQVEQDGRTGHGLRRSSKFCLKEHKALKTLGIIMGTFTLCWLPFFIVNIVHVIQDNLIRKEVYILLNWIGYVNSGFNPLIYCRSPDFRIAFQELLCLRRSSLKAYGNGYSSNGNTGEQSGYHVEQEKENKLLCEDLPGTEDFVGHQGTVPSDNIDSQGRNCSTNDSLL
TSG101-PTAP inh: blocks PTAP/TSG101 interaction to inhibit HIV-1 budding; 340,000 tested, under 10 active; Potency, µM (highest dose often 115 µM), inactives show at the top dose activity change, negative = inhibition, actives largely listed as inhibitors; Fluorescence polarization, FITC-PTAP peptide / Tsg101 binding; AID 493005; active means well fitted inhibition curve with a large enough effect in the main read-out, with a control signal flat, not every such curve was filed as active; inconclusive means small, poorly fitted or top-dose-only effect, or effect the other way, or a change in a side signal; inactive means no such curve, though single readings can be large or run the other way; further: potency means the concentration at half of the fitted maximal effect; % of control where 0% means no effect
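Fluorescence polarization binding of Tsg101 binding domain (10 uM final) to FITC-labeled PTAP peptide (50 nM final) in HEPES pH 7.5 buffer with NaCl, Tween 20, EDTA, TCEP. Compounds added before peptide; binding 20 min at RT.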
BRCA1 expr act: increases BRCA1 expression; MCF7-BRCA1-FFLuc reporter, luminescence, 48 h; response scale: scaled: vehicle 0%, 10 µM genistein 100%; Potency, µM (top dose mostly 46.1 µM), for inactives: top-dose activation, hits mostly activators; actives 1.1% (n = 380,000); further: potency means the concentration at half of the fitted maximal effect; nearly all actives have a fitted effect of over 80% in size; some results filed as inactive show a strong effect at the top dose
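Cells: MCF7-BRCA1-FFLuc, 2000/well. Exposure: 48 h, 37 °C, 5% CO2. Read: luminescence, 15 min post-substrate. Controls: genistein 10 microM (maximal activation), DMSO (neutral).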
USP2a block: inhibitors of human ubiquitin-specific protease USP2a; O75604; USP2 core, Ub-CHOP2 coupled fluorogenic reporter, 485/531; Potency, µM (doses to about 38.3 µM), inactives show top-dose activity change, negative = inhibition, most hits filed as inhibitors; AID 463254; actives 0.01% (n = 330,000);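 further: potency means the concentration at half of the fitted maximal effect; plate controls were DMSO wells for no effect and full inhibition by NEM control for full effect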
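Cell-free coupled assay: 10nM USP2 core preincubated 30min RT with compound in Tris-HCl pH 8.0/CaCl2/CHAPS buffer, then 25nM Ub-CHOP2 and 25nM reporter substrate; fluorescence (Ex 485/Em 531) read after 60min RT, normalized to NEM inhibition, concentration-response curves fitted.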
TRPV1 ag: activates the human vanilloid receptor TRPV1; TRPV1-expressing cells, Fluo-8 calcium influx, agonist mode; actives 0.19% (n = 320,000); activation, % at 8.33 µM; AID 540275; in the data active means activation above about 80%; inconclusive means between about 30% and that limit; further: 0% is about no effect
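Cells expressing TRPV1 were dye-loaded with Fluo-8 and read kinetically: 10 s baseline, 3 min after compound (agonist portion), then 2 min after EC20 capsaicin (allosteric enhancer portion). Calcium-bound dye fluorescence at 480/520 nm.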
ELG1 genotoxic: induces genotoxicity in HEK293T cells with luciferase-tagged ELG1; HEK293T ELG1-luciferase reporter, luminescence, 16 h; Potency, µM (doses to about 46 µM), for inactives: top-dose activity change, positive = activation, hits mostly activators; actives 1.3% (n = 330,000); further: potency means the concentration at half of the fitted maximal effect; % of control where 0% means no effect; nearly all actives have a fitted effect of over 60% in size
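Quantitative HTS format in 1536-well plates. HEK293T ELG1-luciferase reporter cells receive test compound and are incubated 16 hr at 37 °C, 5% CO2; ONE-Glo added, 30 min room temperature, then luminescence read.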
Eya2 phos inh: Eya2 (human) phosphatase inhibition. recombinant Eya2, OMFP fluorescence dephosphorylation (OMFP is methylfluorescein phosphate). Potency, µM (series often up to 76.9 µM), inactives show at the highest dose activity, negative = inhibition, actives largely listed as inhibitors. actives 0.006% (n = 330,000). O00167; further: potency means the concentration at half of the fitted maximal effect; on the % scale 0 is the no-effect control and ±100 the full control effect
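Eya2 (0.2 uM) preincubated 10 min at ambient with compound, then OMFP substrate added at 50 uM; 10 min reaction in 50 mM HEPES pH 7.5, 50 mM NaCl, 5 uM MgCl2, 0.05% BSA, 1 mM DTT. Fluorescence read at Ex 485/Em 525 nm.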
p53 reactivation: restores transcriptional activity of mutant p53; H1299 p53-A138V BP100-luciferase reporter, luminescence, 24 h; Potency, µM (doses to about 92.2 µM), inactives show at the highest dose activity change, positive = activation, actives largely listed as activators; actives 0.063% (n = 320,000); further: potency means the concentration at half of the fitted maximal effect; % of control where 0% means no effect; nearly all actives have a fitted effect of over 45% in size
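p53-null H1299 cells stably carrying temperature-sensitive p53-A138V and a BP100-luciferase reporter were pinned with compounds (4-point, 1:5 series) and held 24 hrs at 37 deg C. Luminescence was read 10 min after detection reagent.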
* hit, by the source's call; ? = inconclusive; . = not tested or not shown; [ ] = another dose, or the depositor's remark. Unless noted, the call rests on the fitted dose curve; in most records, active means well fitted curve in the direction sought with a large enough effect; inconclusive means small, poorly fitted or top-dose-only effect, or another doubt; inactive means no such curve, though single readings can be large; an effect the other way counts as inactive or inconclusive.

SMILES	Integrin act MD	S-ASM inh	uPA surface inh	B2AR arrestin	TSG101-PTAP inh	BRCA1 expr act	USP2a block	TRPV1 ag	ELG1 genotoxic	Eya2 phos inh	p53 reactivation
Cc1nc2ccccc2cc1OCc1ccccc1	-52%[inhibitor]	-3%	-12%	-0.6%	-2%	-32%	1%	?	-2%	-8%	7%
Cc1ccc(C)c(N2C(=O)C3C4C=CC(CC4)C3C2=O)c1 (configuration not stated)	5%	2%	-5%	-0.5%	-2%	7%	3%	0	1%	1%	2%
O=[N+]([O-])c1ccc(/C=N/Nc2nc(NCc3ccccc3)nc(N3CCOCC3)n2)cc1	?	-5%	2%	0.2%	-2%	-30%	0%	-1	0%	-10%	2%
CCCCn1c(SCC2CCCCO2)nc2cc(S(N)(=O)=O)ccc21 (configuration not stated)	-24%	0%	-1%	-0.5%	-11%	-55%	-1%	27	-1%	6%	-8%
C/C(=N/N1CCN(c2ccccn2)CC1)c1cccc([N+](=O)[O-])c1	-9%	-1%	2%	-0.5%	1%	3%	3%	3	0%	-3%	9%
COc1ccc(/C=N/NC(=O)c2ccn[nH]2)cc1COc1ccc([N+](=O)[O-])c(C)c1	0%	-20%	-8%	7.9%	-4%	-47%	-9%	.	-10%	6%	0%
O=C(CCCc1ccccc1)NC12CC3CC(CC(C3)C1)C2	-37%	0%	-11%	-0.3%	-6%	2.8µM*	0%	?	?	-10%	.
NC(=O)c1ccc(NC(=O)COC(=O)c2cc([N+](=O)[O-])ccc2N2CCOCC2)cc1	-16%	-1%	-3%	0.3%	0%	-5%	4%	-1	17%	4%	-4%
CNC(=S)Nc1ccc2[nH]c(=O)[nH]c2c1	13%	3%	2%	-0.5%	1%	21%	1%	1	3%	-9%	17%
COc1ccccc1OCc1nnc(SCC(=O)NCc2ccco2)n1-c1ccccc1	27%	-2%	6%	2.9%	2%	-4%	0%	-7	1%	2%	-5%

Record cards, as listed above. Screens in order: Integrin act MD | S-ASM inh | uPA surface inh | B2AR arrestin | TSG101-PTAP inh | BRCA1 expr act | USP2a block | TRPV1 ag | ELG1 genotoxic | Eya2 phos inh | p53 reactivation
CCCCn1c(SCC2CCCCO2)nc2cc(S(N)(=O)=O)ccc21 (configuration not stated) as listed: -24% | 0% | -1% | -0.5% | -11% | -55% | -1% | 27 | -1% | 6% | -8%
Cc1nc2ccccc2cc1OCc1ccccc1 as listed: -52%[inhibitor] | -3% | -12% | -0.6% | -2% | -32% | 1% | ? | -2% | -8% | 7%

Returning to the listing, starting 3 compounds before the break.
SMILES	Integrin act MD	S-ASM inh	uPA surface inh	B2AR arrestin	TSG101-PTAP inh	BRCA1 expr act	USP2a block	TRPV1 ag	ELG1 genotoxic	Eya2 phos inh	p53 reactivation
NC(=O)c1ccc(NC(=O)COC(=O)c2cc([N+](=O)[O-])ccc2N2CCOCC2)cc1	-16%	-1%	-3%	0.3%	0%	-5%	4%	-1	17%	4%	-4%
CNC(=S)Nc1ccc2[nH]c(=O)[nH]c2c1	13%	3%	2%	-0.5%	1%	21%	1%	1	3%	-9%	17%
COc1ccccc1OCc1nnc(SCC(=O)NCc2ccco2)n1-c1ccccc1	27%	-2%	6%	2.9%	2%	-4%	0%	-7	1%	2%	-5%
COc1ccc(C2=NS(=O)(=O)N(C)C(C(=O)Nc3cc(OC)c(OC)c(OC)c3)=C2)cc1	-7%	-20%	-2%	-0.9%	-2%	-36%	0%	2	-1%	-3%	15%
CNC(=O)C1CC(=O)N(Cc2ccc3c(c2)OCO3)C(=Nc2ccc(F)cc2)S1 (configuration not stated)	-8%	0%	1%	0.1%	-2%	-4%	-1%	12	0%	-2%	4%
CCNc1nc(OC)nc(Oc2ccc(=O)n(-c3ccccc3)n2)n1	15%	-1%	-2%	-0.4%	-1%	-8%	1%	-1	-2%	-7%	13%
CS(=O)(=O)N(CC(=O)Nc1ccc(C(N)=O)cc1)C1CCCCC1	-2%	3%	3%	-0.5%	-7%	11%	0%	-2	-1%	-3%	0%
CCCCC(=O)NC(=S)NNC(=O)CC#N	0%	7%	9%	0.1%	-7%	21%	1%	-3	1%	20%	-3%
C=CCOc1ccc(/C=C2/C(=N)N3N=C(CC(=O)N4CCCC4)SC3=NC2=O)cc1OC	15%	-4%	-18%	0.1%	-2%	-18%	-2%	3	3%	3%	4%
O=C(Nc1cccc(C(F)(F)F)c1)c1c(O)c2ccccc2[nH]c1=O	16%	2%	0%	0.4%	-7%	-14%	-1%	2	-1%	-5%	?
Cc1c([N+](=O)[O-])c(C(=O)NC2CCCC2)nn1C	-14%	-1%	-4%	0.1%	0%	-6%	0%	1	-1%	6%	.
Cc1cc(Nc2ccc(F)c(Cl)c2)n2ncnc2n1	7%	-1%	-6%	-0.3%	-5%	-9%	2%	-3	19%	8%	1%
CN(C)C(=O)c1snnc1-c1ccccc1	26%	6%	2%	-0.9%	-3%	1%	3%	2	-1%	16%	-3%
CCOC(=O)c1c(C)[nH]c(=S)c(C#N)c1-c1ccc(OC)cc1	7%	3%	-1%	-0.2%	-6%	-10%	3%	2	0%	4%	-6%
Cc1ccc(F)cc1NC(=O)N1CCN(C2c3ccccc3-c3ccccc32)CC1	-40%	-1%	5%	-0.3%	-5%	-37%	1%	?	-5%	1%	-4%
Cc1nc(S(=O)(=O)c2ccc(Cl)cc2)nc2c1CCC2	32%	5%	0%	-0.3%	-5%	0%	3%	-2	0%	-12%	0%
COc1ccc(C(CNC(=O)c2ccc(OCc3c(C)noc3C)cc2)N2CCCC2)cc1 (configuration not stated)	-6%	1%	-14%	-0.5%	0%	-32%	-4%	5	4%	-24%	-7%
O=C(CNS(=O)(=O)c1ccc(Br)cc1)NC1CCCC1	-5%	5%	6%	-0.4%	.	-14%	0%	13	-6%	7%	3%
CCN(CC)CCCNC(=O)Cn1cnc2ccc(S(=O)(=O)N3CCC(C)CC3)cc2c1=O	16%	0%	3%	-0.3%	-1%	13%	0%	0	1%	6%	18%
CN(C(=O)c1cccc(NC(=O)Cc2cccc(NC(=O)C3CCN(C(=O)C4CCCCC4)CC3)c2)c1)C1CC1	32%	-2%	22%	.	-1%	12%	.	.	.	.	.
O=C(O)Cn1c(=O)c2c3c(sc2n(Cc2ccc(F)cc2)c1=O)CCCC3	2%	19%	7%	-0.4%	-5%	-11%	4%	1	-3%	6%	-3%
Cc1ccnc(NC(=O)c2ccc(Cl)c(S(=O)(=O)N3CCCCC3)c2)c1	3%	-1%	-16%	-0.5%	-5%	51%	-1%	?	-2%	-4%	?
CCn1c(=N)n(CC(O)c2ccccc2)c2ccccc21 (configuration not stated)	13%	5%	-5%	.	-2%	-25%	.	-3	.	.	.
O=C(CCC1CCCN(C(=O)c2cc(C3CC3)[nH]n2)C1)N1CCN(c2ccccn2)CC1 (configuration not stated)	-13%	-5%	-1%	0.4%	-4%	0%	3%	2	-12%	0%	-1%
CC(=O)Nc1sc(C)c(C)c1CN1CCN(S(=O)(=O)c2ccccc2)CC1	-14%	-2%	-2%	0.8%	-3%	-21%	1%	9	-11%	-21%	-7%
CCO[C@@H]1OC(C(=O)N2CCN(Cc3ccc4c(c3)OCO4)CC2)=C[C@H](c2ccc(Br)cc2)[C@H]1CCCO	-43%	0%	?	0.2%	.	-35%	-2%	2	-11%	-7%	4%
O=C(O)CCn1c(SCCc2ccccc2)nc2ccccc21	-2%	2%	2%	.	1%	10%	.	.	.	.	.
CCCNC(=O)NC1C(NC(=O)NCCC)N(C)C(=O)N1C (configuration not stated)	2%	-3%	2%	-0.1%	-1%	-8%	0%	9	-6%	-10%	-10%
O=C(CN1CCCN(S(=O)(=O)c2ccc(Br)cc2)CC1)Nc1ccc2c(c1)OCO2	.	.	.	-0.2%	.	.	5%	2	-5%	-2%	2%
O=C(NNc1ccc(F)cc1F)c1c(F)cccc1Cl	-19%	-1%	-4%	1.8%	-3%	7%	9%	1	-2%	15%	1%
Cc1ccc(S(=O)(=O)N(C)CC(=O)NCCc2c[nH]c3ccccc23)cc1	-23%	-1%	3%	-0.9%	-1%	-34%	1%	-4	-24%	10%	-4%
COc1cc(NC(=O)c2ccc3c(c2)OCCO3)ccc1NC(=O)c1ccco1	38%	-3%	3%	-0.8%	-2%	12%	0%	0	1%	-1%	3%
CCc1nnc(SCC(=O)Nc2ccc(C(C)=O)cc2)nc1CC	2%	-1%	8%	-0.2%	-3%	-26%	2%	3	-2%	9%	5%
